Screening results (PubChem)
aSyn UTR inh: MLPCN primary screen, SNCA 5' untranslated region. AID 1813. inhibition, % (tested at 7.5 µM). alpha-synuclein 5'UTR reporter, inhibitor activity. hit rate 0.82% among 300,000; in the data active means inhibition above about 60%; inconclusive means no clear call, values can overlap the other calls;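 further: H4 neuroglioblastoma cells stably carrying SNCA 5'UTR luciferase fusion; 0% = DMSO wells and 100% = positive control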
Platelet DG rel: modulates dense granule release in human platelets; human platelet-rich plasma, SFLLRN dense granule ATP release, luminescence; inhibition, %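 (compounds screened at 7.5 µM in platelet-rich plasma)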; hit rate 0.22% among 300,000; AID 1663;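 active means mean replicate score, as percent of positive control, at or above 50; inconclusive means mean below 50 but at least one replicate at or above 50; inactive means mean and every replicate below 50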
HDAC3 inh: inhibitors of human histone deacetylase 3 | hit rate 0.15% among 320,000 | AID 2718 | O15379 | inhibition, % at 8.3 µM | recombinant HDAC3, fluorogenic peptide/trypsin coupled, fluorescence; in the data active means inhibition above about 26%, passing the limit was not always enough; inconclusive means no clear call, values can overlap the other calls
Target sequence (O15379 whole entry, looked up): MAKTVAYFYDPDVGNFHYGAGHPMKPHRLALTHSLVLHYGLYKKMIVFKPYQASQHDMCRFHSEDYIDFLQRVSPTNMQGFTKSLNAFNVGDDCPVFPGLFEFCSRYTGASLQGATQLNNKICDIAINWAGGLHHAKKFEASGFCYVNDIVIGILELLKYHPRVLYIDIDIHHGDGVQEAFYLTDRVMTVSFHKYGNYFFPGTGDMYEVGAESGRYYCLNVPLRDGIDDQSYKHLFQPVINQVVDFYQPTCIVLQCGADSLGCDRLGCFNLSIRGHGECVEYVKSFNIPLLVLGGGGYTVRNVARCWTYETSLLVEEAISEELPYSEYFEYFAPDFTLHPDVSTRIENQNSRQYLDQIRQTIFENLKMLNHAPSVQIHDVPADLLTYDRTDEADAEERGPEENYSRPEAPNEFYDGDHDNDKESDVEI
HSP90 inh: blocks HSP90-mediated luciferase refolding in reticulocyte lysate; Rabbit reticulocyte lysate, luciferase refolding luminescence, 3 h; inhibition, % at 5.6 µM; hit rate 0.91% among 290,000; AID 1789;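 active means inhibition above the screen-wide mean plus 3 SD, computed separately per campaign, cut at about 16% in these data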;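 further: 0% = DMSO wells and 100% = 60 µM geldanamycin wells; inhibitors lower the luminescence because luciferase stays unfolded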
KLF5 inh: suppresses KLF5 promoter-driven expression; DLD-1 KLF5 promoter-luciferase reporter, luminescence; inhibition, % at 5 µM; hit rate 0.23% among 290,000;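 active means inhibition above a per-plate limit of that plate's mean compound inhibition plus 3 SD, cut at about 60% in these data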;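 further: 0% = DMSO wells and 100% = LY294002 at 200 µM; higher means less KLF5 promoter-driven luciferase light; inactives centre near -14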
HSF1 inh: HSF1 inhibition. activity change, negative = inhibition, % at 7.5 µM (by protocol). NIH3T3-HGL HSE-luciferase, MG132-induced, luminescence 8 h; hits give low values. AID 2098. hit rate 0.77% among 300,000;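 active means more than half of replicate wells show activity change below -50%, luminescence cut by over half; inconclusive means some wells, but at most half, below -50%; inactive means no replicate well below -50%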;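 further: luciferase reports HSF-1 transcriptional activity via heat shock element; 0% = median of DMSO wells and -100% = zero luminescence signal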
IEC-6 tox: counter-screen for KLF5 inhibitors: cytotoxicity in IEC-6 cells; AID 1825; hit rate 0.78% among 290,000; inhibition, % at 5 µM; IEC-6 cytotoxicity, luminescence viability; in the data active means inhibition above about 22%;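 further: 0% = plate median of test compound wells and 100% = cytotoxic reference compound wells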
AI-2 QS modul: modulators of Vibrio harveyi AI-2 quorum sensing system. Vibrio harveyi JMH597 AI-2 luminescence/OD600 ratio, 9 h; hits give low values; strain lacks LuxN and CqsS sensors; 0 = neutral-control median. activity change, % at 7.5 µM. hit rate 0.4% among 300,000; in the data active means activity change below about -75%, passing the limit was not always enough; inconclusive means no clear call, values can overlap the other calls;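 further: luminescence divided by OD600 gain over 9 h not by final OD600 alone; inactives centre near 13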
HSF1 activator: increases HSF-1 driven luciferase reporter signal; NIH3T3-HGL HSF-1 luciferase reporter, MG132, 8 h; 100% = twice DMSO control signal; activation, % at 9 µM; hit rate 1.7% among 300,000;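 active means mean replicate activation of at least 50% with a set share of replicates each reaching 50%; inconclusive means only one of those two conditions met; inactive means mean below 50% and too few replicates reaching it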;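 further: 0% = median of the neutral control wells and 100% = twice that signal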
HIF act: HIF pathway transcriptional activation; AID 1910; U2OS HRE-luciferase reporter, luminescence; normalized: DMSO 0%, desferrioxamine 100%; hit rate 0.32% among 300,000; activation, % at 7.5 µM (by protocol);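 active means mean activation of at least 10% of the iron chelator positive control signal, with at least half of replicates also reaching 10%; inconclusive means mean and replicate majority disagree about reaching 10%; inactive means mean and most replicates under 10%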
Numbers without * were called inactive; u = inconclusive; x = no result given.

structure	aSyn UTR inh	Platelet DG rel	HDAC3 inh	HSP90 inh	KLF5 inh	HSF1 inh	IEC-6 tox	AI-2 QS modul	HSF1 activator	HIF act
O=c1oc2ccccc2cc1-c1nc2ccccc2o1	16	0	-179	-3	-151	0	0	20	-2	0.3
CN(C)c1ccc(NC(=O)c2cc3c(=O)n4ccccc4nc3n2C)cc1	-57	-7	-3	-1	-25	-4	-3	28	3	-0.1
CC(C)n1c(Oc2ccc(F)cc2)nc2c1c(=O)n(C)c(=O)n2C	-3	1	4	-4	-6	1	2	10	31	1.1
CCN1C(=O)[C@H]2[C@@H](c3ccc(C)cc3)N3C(=O)N(c4ccc(C(F)(F)F)cc4)C(=O)[C@@]3(Cc3ccccc3)[C@H]2C1=O	-21	-1	1	-1	-26	6	4	23	9	-0.8
O=C(CCc1nnc(Cc2c[nH]c3ccccc23)o1)NC(C1CC1)C1CC1	-4	1	5	-1	-20	-1	5	24	-3	-0.1
CN1CCN(C(=S)NC(=O)/C=C/c2cccs2)CC1	2	7	x	1	-9	-4	-1	26	3	-0.2
CCOc1ccc(C(=O)NC2CCN(C(=O)N3CCCC3)CC2)cc1	2	0	-1	4	-57	-3	6	4	-8	0.1
CNC(=O)CSc1nc2cc(S(=O)(=O)Nc3ccc(OC)cc3)ccc2o1	6	-10	-6	-1	-25	4	-4	14	-21	-0.2
COc1cc2c(cc1OC)C(CCc1ccccc1)=NCC2	-12	-2	-34	-3	-18	44	10	16	u	0.5
CC(=O)N/C(=C\c1ccccc1)C(=O)OCC(=O)c1ccccc1	-28	8	0	x	x	-4	x	x	-7	-0.2
Cc1cc(C(=O)Nn2c(C)nc3ccccc3c2=O)ccc1[N+](=O)[O-]	-11	3	0	-1	-9	-3	-5	0	-2	0.0
COc1ccc(OC)c(S(=O)(=O)N2CCc3ccccc32)c1	23	6	-7	1	-32	1	0	-2	0	0.4
Cc1ccc2c(c1)c1c(n2CC(O)Cn2c(C)nc3ccccc32)/C(=N\O)CCC1 (centres undefined)	20	-35	28*	4	17	32	2	10	41	0.2
O=C(NCC1CCCO1)c1cc(C(=O)C2CC2)c[nH]1 (centres undefined)	8	1	-5	2	20	2	4	-9	17	0.0
Cc1cc(=O)oc2cc(Nc3ccccc3)ccc12	-90	-18	x	-1	-44	-5	6	13	37	2.5
CC(=O)N1CCC(C(=O)NC2CCCc3c2cnn3-c2cc(F)cc(F)c2)CC1 (centres undefined)	-9	-2	10	-2	-14	0	-4	22	15	-0.4
COc1cccc(CNC(=O)CC(NC(=O)c2ccccc2)c2ccccc2)c1 (centres undefined)	4	0	4	x	x	0	x	9	-6	-0.4
CC(=O)c1ccc(S(=O)(=O)N2CCC(NC(=O)c3ccccc3)CC2)cc1	1	-1	0	-4	-15	-8	-4	3	-18	-2.2
CN1CCN(CCCNC(=O)c2ccc3c(Cl)c4c(nc3c2)CCCC4)CC1	-18	2	-2	-1	-23	15	-4	-8	4	1.6
COCCn1c(SCc2ccc(C(=O)OC)o2)nc2cc(Cl)ccc2c1=O	33	4	0	-1	-5	18	-5	8	44	-0.7
CNC(=O)c1c(NC(=O)c2ccco2)sc(C)c1C	-11	-2	x	x	x	-1	x	17	-11	-0.1
COc1ccccc1CNC(=O)CN1CCN(c2ccc(C(C)=O)cc2)CC1	20	2	1	-1	0	-4	-4	x	3	-1.3
COc1ccc(/C=N/NC(=O)c2cccnc2)cc1COc1ccc([N+](=O)[O-])cc1	-75	-6	13	1	21	1	17	28	8	1.3
Fc1cc(Br)ccc1Nc1nc2ccccc2n2nnnc12	-27	-13	-2	-5	1	2	-5	3	1	2.5
Nc1c([N+](=O)[O-])cnnc1-c1ccccc1	0	-4	x	-2	2	3	7	15	-12	-0.2
CCOC(=O)c1nnc(-c2ccccc2)[nH]c1=O	-17	11	1	-1	2	-1	2	22	0	0.2
COc1ccc2c(c1)CC/C(=C\c1ccc(C)o1)C2=O	-170	5	2	6	-13	24	3	31	44	4.2
CCCc1cc(=O)oc2cc(OCC(=O)NCCc3ccc(S(N)(=O)=O)cc3)ccc12	-3	10	-7	-2	10	-8	3	7	-9	-0.8
COc1ccc(-c2nc3ccc(N4CCCC4)cc3c(=O)[nH]2)cc1OC	-50	1	-6	5	-13	0	-1	23	17	-1.1
COc1ccc(-c2onc3ccc(C(C)=O)cc23)cc1	-120	-6	1	3	-80	-1	3	6	-1	-0.9
CCOC(=O)N1CCC(n2c(=S)[nH]c3cc(OCC)c(OCC)cc3c2=O)CC1	9	0	x	2	-32	-12	0	28	-22	-0.5
OC1(CNCc2cn[nH]c2-c2cc3ccccc3o2)CCCCC1	17	-7	-6	1	-4	15	4	4	48	-0.3
CC(C)NC(=O)c1ccccc1NC(=O)CCc1ccccc1	-13	-2	3	-4	-15	1	-3	21	-3	0.0
Cc1ccc2c(c1)C(=O)c1c(C(=O)O)cccc1-2	13	-5	-5	-7	-17	-5	-5	10	-4	-0.1
CC(=O)Nc1ccc(-n2cc(-c3ccccc3)[nH]c2=S)cc1	-81	-3	6	-2	-55	12	-1	27	46	1.3
O=C(NC(=S)N(CCc1ccccc1)CCc1ccccc1)c1ccco1	u	-17	x	-6	-44	97	3	5	68*	0.9
CN(CC(=O)Nc1ccc(Cl)c(C(F)(F)F)c1)C(=O)c1ccc(OCC2CCCO2)cc1 (centres undefined)	51	-1	2	x	x	8	x	8	9	0.5
CCCn1c(CNC(=O)c2cccs2)nc2ccccc21	15	5	6	-2	-24	-8	3	0	-16	-0.2
CC1CCCN(C(=O)/C(=C/c2ccco2)NC(=O)c2ccccc2)C1 (centres undefined)	-2	5	12	1	-13	3	-1	16	19	-0.5
Cc1nc(Cl)sc1C(=O)O	20	-1	0	7	-18	-4	14	13	16	0.0
CC1CCC(NC(=O)C2CCN(c3c4c(nc5ncnn35)CCC4)CC2)CC1 (centres undefined)	-65	-7	0	0	-23	1	5	15	-8	2.8
O=C(COc1ccc2c3c(c(=O)oc2c1)CCC3)NC1CCN(Cc2ccccc2)CC1	-7	13	-1	-1	-20	-10	4	37	-28	-0.1
O=C(O)c1cccc(CSc2nnc(-c3ccc(Cl)cc3)o2)c1	u	9	-1	5	-30	-28	3	12	-34	-1.6
CC1CN(C(=O)c2cc3cc([N+](=O)[O-])ccc3s2)CC(C)O1 (centres undefined)	20	-1	2	2	-8	-7	-6	22	1	0.2
COC(=O)c1c(N2C(=O)CC(Sc3ccccc3C(=O)O)C2=O)sc(C)c1C (centres undefined)	13	2	-5	2	-25	6	-4	15	9	0.2
COc1ccc(N2C(=O)CC(Sc3nc(C)cc(C)n3)C2=O)cc1OC (centres undefined)	19	-2	-7	-3	-18	-7	-5	21	-22	-0.7
O=C(Cc1ccsc1)NNC(=O)c1ccc(F)cc1	2	-2	12	x	x	-1	x	21	-27	0.2
Cc1ccccc1C(OCC(O)CN1CCCCC1CCO)c1ccccc1 (centres undefined)	-7	-4	6	0	-26	1	4	12	-18	-1.0
C/C(=N\Nc1ccc(S(N)(=O)=O)cc1[N+](=O)[O-])c1cccs1	1	-10	-1	0	-12	4	4	2	32	-1.0
c1ccc(-c2ccc(-c3cnc4n3CCCCC4)cc2)cc1	-50	-16	-14	1	-45	19	2	-86*	42	2.1
O=C(CSc1ncnc2ccccc12)Nc1cc(S(=O)(=O)N2CCCCC2)ccc1Cl	-30	21	-15	1	-6	35	5	-1	u	-2.8
O=C(NCCNc1ccc([N+](=O)[O-])cc1)c1cc(F)c(F)cc1Cl	1	-5	6	x	x	6	x	0	9	-0.9
O=C(NCCCN1CCCC1=O)NC1CCCCC1	-7	-2	0	-4	-33	-4	0	5	22	0.7
O=C(COC(=O)CCc1c[nH]c2ccccc12)NCc1ccc2c(c1)OCO2	7	-4	-7	3	-7	6	-2	12	6	-2.0
O=C(NCCCN1CCOCC1)c1cc(-c2ccc(Cl)c(Cl)c2)on1	-14	-4	-3	-1	-46	0	1	15	-1	1.9
Cc1cccc(-c2nc3c(c(SCC(=O)N4CCOCC4)n2)CCCC3)c1	-14	-3	-5	-1	9	-2	2	-12	-13	0.1
CCc1noc(C)c1C(=O)NCCc1ccccc1	-51	-1	-7	x	x	6	x	1	15	1.6
COc1ccc(N=C2S/C(=C\c3ccc(OC(C)C(=O)O)c(OC)c3)C(=O)N2CCc2c[nH]c3ccccc23)cc1 (centres undefined)	-29	-1	x	0	-7	4	1	11	-7	-0.6
CNC(=O)Cn1ncc2c(C)n(Cc3ccc(C)cc3)c(C)c2c1=O	-20	-8	-7	0	-25	-6	-13	24	-5	-0.1
O=C(Nc1ccc(Br)cc1)c1cccc(N2C(=O)C3CCCCC3C2=O)c1 (centres undefined)	4	-2	-3	-1	-3	-5	0	1	-17	0.4
CC1(C)CC(=O)c2cc(NC(=O)c3ccc(F)cc3)c(=O)oc2C1	16	18	-15	-1	10	5	2	19	-17	-0.1
C=CCNC(=O)c1ccc(C2SCC(=O)N2Cc2ccco2)cc1 (centres undefined)	-49	1	-2	2	-25	-1	3	34	2	-0.4
